E-sel inducer = induces E-selectin expression in human endothelial cells. HUVEC E-selectin immunofluorescence imaging; normalized: neutral wells 0, TNF-alpha wells 100. activation, % at 7.58 µM. actives 0.37% (n = 260,000);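 active = mean E-selectin-positive cell signal at least 10% of the positive control, reached in at least 60% of replicates, without over 20% cell loss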;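 also: in these data hits start at about 27%; measured in HUVEC primary endothelial cells; signal is the percent of cells scored E-selectin positive by PE staining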
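Test system: HUVEC; input: 3,000 HUVEC/well; measured by: immunofluorescence imaging; read-out: % PE-positive cells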
esBAF inh = blocks esBAF chromatin remodeling in mouse ES cells; Bmi1-luciferase knock-in reporter, 24 h; 100% = twice the neutral-well signal; reporter increase, % at 12.5 µM; actives 2% (n = 350,000); in the data active = activation above about 40%;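 also: 0% = median of the plate's neutral control wells and 100% = double that signal; a rise in the Bmi1 reporter signal indicates esBAF inhibition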
ARNT-TACC3 inh = disrupts binding between human ARNT and TACC3; Q9Y6A5; inhibition, % at 9.99 µM; AlphaScreen His-ARNT PAS-B/GST-TACC3 binding, luminescence; TACC3 fragment carries E629A point mutation; AID 623870; actives 0.66% (n = 390,000);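 active = mean inhibition of replicates at least 50% and at least half of replicates each reaching 50%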;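 also: 0% = complete ARNT plus TACC3 wells and 100% = ARNT alone without TACC3; many hits fall short of the cut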
PglD DTNB = blocks C. jejuni PglD acetyltransferase activity; actives 0.098% (n = 360,000); inhibition, % at 12.5 µM; AID 602405; purified PglD enzyme, DTNB colorimetric CoA detection; in the data active = inhibition above about 16%, passing the limit was not always enough; also: strong numbers were not always called active
ERp5 block = inhibitors of human ERp5; inhibition, % at 9.99 µM; ERp5 insulin aggregation, absorbance 650 nm, 90 min; actives 0.05% (n = 350,000); Q15084;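 active = mean replicate inhibition above about 25%, with every replicate also reaching it, limit read from the data, passing the limit was not always enough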
Target sequence (Q15084 whole entry, looked up): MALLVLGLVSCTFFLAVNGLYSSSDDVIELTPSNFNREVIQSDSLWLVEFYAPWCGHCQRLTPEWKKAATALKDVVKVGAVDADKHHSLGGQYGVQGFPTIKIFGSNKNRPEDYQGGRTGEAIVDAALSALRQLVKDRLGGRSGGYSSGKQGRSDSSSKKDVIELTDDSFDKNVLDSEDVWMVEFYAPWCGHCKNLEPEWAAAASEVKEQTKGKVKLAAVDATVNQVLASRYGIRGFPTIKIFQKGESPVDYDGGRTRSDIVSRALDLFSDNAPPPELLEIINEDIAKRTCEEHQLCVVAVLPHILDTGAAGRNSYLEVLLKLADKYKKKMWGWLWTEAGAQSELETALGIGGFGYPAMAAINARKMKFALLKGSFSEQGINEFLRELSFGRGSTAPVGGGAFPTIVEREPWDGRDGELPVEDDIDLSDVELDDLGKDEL
CASP6 VEID inh = caspase-6 (human) enzyme inhibition | actives 0.53% (n = 350,000) | AID 686996 | purified caspase-6, Z-VEID-R110 cleavage fluorescence | inhibition, % at 12.5 µM | P55212;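 active = mean inhibition across replicates at least about 35%, with every replicate also reaching that limit, limit read from the data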;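 also: 0% = median of neutral control wells and 100% = no fluorescence left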
Target sequence (P55212 24-179 limits assumed): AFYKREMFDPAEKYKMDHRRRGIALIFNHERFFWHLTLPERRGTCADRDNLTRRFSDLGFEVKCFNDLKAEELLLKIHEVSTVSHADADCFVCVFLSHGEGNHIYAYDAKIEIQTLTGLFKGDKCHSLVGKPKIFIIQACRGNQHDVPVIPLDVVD
Target sequence (P55212 194-293 limits assumed): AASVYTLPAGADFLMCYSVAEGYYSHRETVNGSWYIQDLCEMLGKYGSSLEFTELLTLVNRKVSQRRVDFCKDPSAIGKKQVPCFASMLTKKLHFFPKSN
RAD54 branch = blocks human RAD54 Holliday junction branch migration; AID 602329; inhibition, % at 10.4 µM; actives 0.14% (n = 360,000); FAM/BHQ fluorescence;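 active = mean normalized replicate activity at least 40 and at least half of replicates scoring 40 or more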;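 also: 0% = median of neutral control wells and 100% = median of positive control wells; inhibitors cause a drop in the FAM fluorescence signal; in these data hits start at about 50%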
RAD52 anneal inh = blocks human RAD52 DNA annealing; actives 0.46% (n = 360,000); AID 651710; P43351; inhibition, % at 18.7 µM; recombinant RAD52 DNA annealing, FRET fluorescence;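 active = every replicate showing at least 50% inhibition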
* = called active by the depositor; . = not tested or not shown.

SMILES | E-sel inducer | esBAF inh | ARNT-TACC3 inh | PglD DTNB | ERp5 block | CASP6 VEID inh | RAD54 branch | RAD52 anneal inh
C#C[C@]1(O)CC[C@H]2[C@@H]3CCC4=C(CCC(=O)C4)[C@H]3CC[C@@]21C | 0.1 | 0 | 0 | -2 | 4 | 4 | 10 | -16
Cc1nn(-c2ccc(Cl)cc2)c2sc(C(=O)N3CCN(c4ccccn4)CC3)cc12 | . | 8 | -5 | 0 | . | . | -6 | .
O=S(=O)(c1cccc(F)c1)N1CC[C@@H]2[C@H](CO)Nc3ccc(-c4cccc(F)c4)cc3[C@@H]21 | 1.1 | -4 | 6 | 1 | . | . | 0 | .
CN(C)c1ccc(S(=O)(=O)NCC(=O)OCC(=O)c2ccc[nH]2)cc1[N+](=O)[O-] | -0.8 | -1 | 9 | 5 | 1 | 9 | 0 | 0
COc1ccccc1NC(=O)CCc1nnc2ccc(NCc3ccco3)nn12 | . | -1 | -1 | 4 | 4 | 14 | -10 | -17
COc1ccc(CCN2CC(C(=O)OCC(=O)NC(C)c3cccc(Cl)c3)CC2=O)cc1OC (centres undefined) | . | 1 | 4 | -4 | 21 | -2 | -5 | -9
COc1ccc(S(=O)(=O)Nc2ccc3c(c2)C(=O)N([C@@H](C)CO)C[C@@H](C)[C@@H](CN(C)S(=O)(=O)c2ccc(Cl)cc2)OCCCC[C@H](C)O3)cc1 | 0.0 | 6 | 9 | -2 | -4 | 1 | 4 | -24
O=C(CCN1CCCCC1)NCC[C@@H]1CC[C@H](NC(=O)c2ccc(F)cc2)[C@@H](CO)O1 | 0.5 | -5 | -13 | 3 | 1 | -12 | -5 | 12
Cn1cc([N+](=O)[O-])c(C(=O)N/N=C\c2c[nH]c3ccccc23)n1 | . | 11 | 2 | -1 | 1 | 1 | -2 | -20
COc1cnn(-c2ccccc2)c(=O)c1OC | . | . | 15 | . | 2 | -1 | . | -11
Cc1cc(S(=O)(=O)N2CCCOC2CNC(=O)C(=O)NCc2cccs2)ccc1F (centres undefined) | . | 1 | -7 | -2 | 5 | 7 | -6 | -13
C[C@@H]1CN([C@@H](C)CO)C(=O)c2cc(NC(=O)C3CCCCC3)ccc2O[C@@H](C)CCCCO[C@@H]1CN(C)C(=O)Nc1ccc(F)cc1 | 0.0 | 2 | 4 | -1 | 2 | -1 | -13 | 17
C[C@@H]1CN([C@@H](C)CO)C(=O)c2cc(NS(=O)(=O)c3ccccc3)ccc2O[C@@H]1CN(C)Cc1ccc2c(c1)OCO2 | -14 | -1 | -8 | 2 | -2 | 0 | -6 | 14
CN1C(=O)c2cccc3c(S(N)(=O)=O)ccc1c23 | . | -3 | 2 | -1 | 2 | 5 | -4 | -3
COc1cccc(S(=O)(=O)Nc2ccc3c(c2)C(=O)N(C)C[C@@H](OC)[C@H](C)CN(Cc2ccccc2F)[C@@H](C)CO3)c1 | 0.3 | -3 | 7 | -1 | 7 | 0 | 5 | -4
CCOC(=O)C1CCN(C(=O)COc2ccc(S(=O)(=O)N3CCOCC3)cc2)CC1 | -0.1 | -3 | -10 | -5 | -2 | -1 | 4 | -10
CCOc1ccc2oc(=O)cc(CN3CCOCC3)c2c1 | 0.9 | -5 | -1 | 0 | 3 | 1 | 12 | -12
Cc1cc(N2CCN(CC(C)(C)O)C[C@@H]2C)ccc1N1CCN(Cc2ccccc2)[C@@H](C)C1 | 0.0 | . | . | . | 5 | -3 | . | -9
O=c1cc(N2CCCCC2)c(-c2ccccc2)nn1Cc1ccc(Cl)cc1 | . | 7 | 0 | 1 | . | . | 0 | .
CC(C)NC(=O)CCCn1c(=S)[nH]c2cc3c(cc2c1=O)OCO3 | . | -6 | -5 | -1 | . | . | 8 | .
CCCCC(=O)c1ccc(O)cc1 | . | 28 | -2 | -4 | -1 | 0 | -3 | 6
CC(C)CNC(=O)C1(C)CCCN1C(=O)Cc1cccc2ccccc12 (centres undefined) | 0.3 | 2 | . | -3 | -3 | 54* | 5 | -4
CCCCCCCC(=O)NNC(=O)c1c(O)c2ccccc2n(CC)c1=O | . | . | -3 | . | 1 | 0 | . | -13
COc1ccc(C(=O)Nc2ccc(N3CCC(C)CC3)cc2)cc1Br | . | . | 5 | . | 3 | -3 | . | -11
COc1ccc(-c2oc3ncn(Cc4ccco4)c(=N)c3c2-c2ccc(OC)cc2)cc1 | . | -14 | 6 | 3 | . | . | -2 | .
O=C(Nc1ccccc1SCC1CSc2nc3ccccc3c(=O)n21)c1cccc(Cl)c1 (centres undefined) | . | 6 | 4 | 0 | . | . | 7 | .
CCCC#Cc1cnc2c(c1)C(=O)N([C@@H](C)CO)C[C@H](C)[C@@H](CN(C)Cc1cccnc1)O2 | 0.2 | -3 | -8 | 1 | -2 | 4 | -3 | 0
O=C(C[C@@H]1C[C@@H]2c3cc(NS(=O)(=O)c4ccccc4)ccc3O[C@@H]2[C@@H](CO)O1)N1CCCCC1 | 0.0 | -5 | -6 | 0 | 3 | -1 | -3 | 4
COc1ccc(OC)c(NC(=O)CC2SC(=N)N(c3ccccc3)C2=O)c1 (centres undefined) | 0.4 | -6 | -1 | 1 | -7 | 4 | -2 | -4
O=C(OC1CCOC1=O)c1ccc(Cl)c(S(=O)(=O)N2CCCCC2)c1 (centres undefined) | -0.3 | -6 | -1 | -3 | -2 | 8 | -5 | 8
Cc1noc(C)c1NC(=O)Nc1ccc2c(c1)C(=O)N([C@H](C)CO)C[C@H](C)[C@H](CN(C)C(=O)NC(C)C)OCCCC[C@H](C)O2 | . | -4 | 24 | 1 | -1 | -4 | -6 | 1
NC/C(=N\O)c1ccc(Cl)cc1Cl | . | 2 | -3 | 4 | -1 | -2 | 0 | -5
CC(OC(=O)Cn1cnc2ccccc2c1=O)C(=O)N(C)c1ccccc1 (centres undefined) | . | . | 0 | 3 | 3 | 2 | -2 | 2
CC(C)n1ncc2c(C(=O)Nc3cccc(S(=O)(=O)N(C)C)c3)cc(C3CC3)nc21 | . | 10 | 13 | 3 | 0 | -1 | -1 | -3
Fc1ccc(CO/N=C2\CCCc3nonc32)cc1 | 2.0 | 29 | 0 | 6 | 7 | 0 | 2 | -13
O=C(C[C@H]1CC[C@@H]2[C@H](COC[C@@H](O)CN2C(=O)Nc2ccccc2)O1)NCCc1ccncc1 | 0.3 | 1 | -7 | -1 | 0 | 4 | 2 | 7
Cc1cc(C)n(-c2ccc(S(=O)(=O)N3CCCC3)cc2[N+](=O)[O-])n1 | . | -4 | 1 | -1 | 0 | 1 | 9 | 0
CCCN(C)C[C@H]1Oc2cc(C#Cc3cccc(OC)c3)ccc2S(=O)(=O)N([C@@H](C)CO)C[C@H]1C | 0.8 | -17 | -3 | 0 | -5 | -1 | 4 | -45
COc1ccc(CN(C)CC(=O)NCC(=O)Nc2c(C)cccc2C)cc1 | -0.4 | -5 | . | -3 | -5 | -2 | -1 | -22
C[C@H]1CN([C@@H](C)CO)C(=O)Cc2cc(NC(=O)Nc3ccccc3)ccc2O[C@@H]1CN(C)CC1CC1 | 0.1 | -8 | 19 | 2 | -3 | -12 | 2 | 16
COC(=O)C1=C(C)N(C)C(=NCc2cc(OC)c(OC)c(OC)c2)NC1c1cccc(F)c1 (centres undefined) | 0.9 | . | . | . | 2 | 6 | . | -4
CCn1c(SCC(=O)N2CCN(S(=O)(=O)c3ccccc3)CC2)nnc1-c1cccs1 | . | 0 | -3 | 2 | . | . | -8 | .
CC(=O)c1cccc(N(C(=O)CNC(=O)c2ccco2)C(C(=O)NC2CCCC2)c2ccncc2)c1 (centres undefined) | 0.0 | -4 | -7 | -1 | -1 | 3 | 9 | -7
COc1ccccc1NC(=O)CCc1c(C)[nH]c(=O)c(C#N)c1C | . | 0 | -2 | 0 | . | . | -7 | .
O=C(NC(=S)N1CCCCC1CO)c1cccs1 (centres undefined) | -0.3 | 2 | 16 | -1 | 1 | 3 | 4 | 0
COc1ccc(NC(=O)[C@@H](NS(=O)(=O)c2cccc(Cl)c2)C(C)C)cc1S(=O)(=O)N1CCOCC1 | -0.4 | 3 | 22 | 5 | -1 | -2 | -3 | -22
COc1c(O)c(=O)n2c3ccccc3c3ccnc1c32 | . | -4 | 21 | -3 | -1 | 1 | 2 | -51
O=C(OCCC1Oc2cccnc2NC1=O)c1ccc([N+](=O)[O-])cc1 (centres undefined) | -0.8 | . | . | . | 3 | 0 | . | 15

Some of these compounds in order of count of non-hydrogen atoms, descending.
SMILES | E-sel inducer | esBAF inh | ARNT-TACC3 inh | PglD DTNB | ERp5 block | CASP6 VEID inh | RAD54 branch | RAD52 anneal inh
C[C@H]1CN([C@@H](C)CO)C(=O)Cc2cc(NC(=O)Nc3ccccc3)ccc2O[C@@H]1CN(C)CC1CC1 | 0.1 | -8 | 19 | 2 | -3 | -12 | 2 | 16
COc1ccc(NC(=O)[C@@H](NS(=O)(=O)c2cccc(Cl)c2)C(C)C)cc1S(=O)(=O)N1CCOCC1 | -0.4 | 3 | 22 | 5 | -1 | -2 | -3 | -22
O=C(C[C@H]1CC[C@@H]2[C@H](COC[C@@H](O)CN2C(=O)Nc2ccccc2)O1)NCCc1ccncc1 | 0.3 | 1 | -7 | -1 | 0 | 4 | 2 | 7
COC(=O)C1=C(C)N(C)C(=NCc2cc(OC)c(OC)c(OC)c2)NC1c1cccc(F)c1 (centres undefined) | 0.9 | . | . | . | 2 | 6 | . | -4
CCn1c(SCC(=O)N2CCN(S(=O)(=O)c3ccccc3)CC2)nnc1-c1cccs1 | . | 0 | -3 | 2 | . | . | -8 | .
COc1ccc(CN(C)CC(=O)NCC(=O)Nc2c(C)cccc2C)cc1 | -0.4 | -5 | . | -3 | -5 | -2 | -1 | -22
O=C(OCCC1Oc2cccnc2NC1=O)c1ccc([N+](=O)[O-])cc1 (centres undefined) | -0.8 | . | . | . | 3 | 0 | . | 15
Cc1cc(C)n(-c2ccc(S(=O)(=O)N3CCCC3)cc2[N+](=O)[O-])n1 | . | -4 | 1 | -1 | 0 | 1 | 9 | 0
COc1c(O)c(=O)n2c3ccccc3c3ccnc1c32 | . | -4 | 21 | -3 | -1 | 1 | 2 | -51
Fc1ccc(CO/N=C2\CCCc3nonc32)cc1 | 2.0 | 29 | 0 | 6 | 7 | 0 | 2 | -13
O=C(NC(=S)N1CCCCC1CO)c1cccs1 (centres undefined) | -0.3 | 2 | 16 | -1 | 1 | 3 | 4 | 0

The listing continues:
SMILES | E-sel inducer | esBAF inh | ARNT-TACC3 inh | PglD DTNB | ERp5 block | CASP6 VEID inh | RAD54 branch | RAD52 anneal inh
O=S(=O)(c1ccccc1F)N1CCN(Cc2cc3c(cc2O)OCO3)CC1 | . | -3 | -6 | 1 | -2 | -1 | -13 | -12
C=CCc1cccc(/C=N/NC(=O)CCCNc2ccc(C)cc2)c1O | -2.3 | . | -3 | . | 8 | 2 | . | -14
O=C(OCC(O)C1OC(c2ccccc2)OC(COC(=O)c2ccccc2)C1O)c1ccccc1 (centres undefined) | 0.2 | . | . | . | -4 | 1 | . | -18
C[C@@H]1CCCCO[C@H](CN(C)C(=O)c2ccncc2)[C@H](C)CN([C@H](C)CO)C(=O)c2cc(NS(C)(=O)=O)ccc2O1 | 0.1 | -5 | -3 | 0 | -5 | 0 | 14 | -6
C[C@H](CO)N1C[C@H](C)[C@@H](CN(C)C(=O)Nc2ccc(F)cc2)Oc2ncc(-c3cccnc3)cc2C1=O | 0.2 | 3 | 6 | -1 | 0 | 2 | -4 | 0
CC(=O)NC[C@@H]1[C@H](c2ccc(-c3ccccc3)cc2)[C@@H](CO)N1C(=O)C1CC1 | 0.1 | -5 | 2 | 0 | 5 | -2 | -1 | -19
CC(=O)Nc1ccc(S(=O)(=O)NN=CCCc2ccccc2)cc1 | -0.1 | -10 | -5 | -1 | -2 | -9 | 2 | -9
O=C(/C=C/c1ccccc1)Nc1ccc2c(c1)C(=O)NC2=O | 0.9 | 28 | -15 | . | 0 | 4 | -6 | -4

Assay outcomes: PubChem, Broad Institute
